GLS inh = blocks human kidney-isoform glutaminase activity. O94925. GLS enzymatic activity, qHTS titration. Potency, µM (highest dose often 45.5 µM), without a hit: at the top dose activity change, negative = inhibition, usual class: inhibitors. actives 0.21% (n = 410,000). AID 624170; also: potency is read from the fitted curve at half-maximal effect; % is scaled to controls: 0 for no effect and ±100 for the full control effect
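Glutamate formation by hKGA was monitored fluorometrically using coupled glutamate oxidase, HRP and Amplex Red. Substrate was added as 1 mM L-glutamine solution; incubation was 30 min at RT after an initial read.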
PGK inhibitor = T. brucei PGK inhibition | actives 0.043% (n = 380,000) | AID 602233 | PGK/GAPDH coupled, Kinase-Glo luminescence, 60 min | Potency, µM (top dose mostly 57.5 µM), without a hit: at the top dose activity change, negative = inhibition, actives largely listed as inhibitors; also: potency is read from the fitted curve at half-maximal effect; % is scaled to controls: 0 for no effect and ±100 for the full control effect; nearly all actives have a fitted effect of over 60% in size
Target sequence (P07378 whole entry, looked up): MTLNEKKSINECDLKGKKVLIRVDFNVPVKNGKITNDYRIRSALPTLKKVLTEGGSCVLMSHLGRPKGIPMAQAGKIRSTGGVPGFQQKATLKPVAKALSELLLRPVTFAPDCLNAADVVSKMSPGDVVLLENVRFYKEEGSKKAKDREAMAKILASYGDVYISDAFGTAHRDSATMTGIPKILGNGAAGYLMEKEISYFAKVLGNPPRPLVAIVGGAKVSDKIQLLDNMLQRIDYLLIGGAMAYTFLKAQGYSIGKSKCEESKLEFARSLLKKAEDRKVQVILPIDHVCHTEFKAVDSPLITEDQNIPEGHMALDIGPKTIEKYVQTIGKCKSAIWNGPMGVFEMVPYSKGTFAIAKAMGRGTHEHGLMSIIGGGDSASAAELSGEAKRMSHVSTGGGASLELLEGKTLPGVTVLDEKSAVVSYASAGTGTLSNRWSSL
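Luminescent ATP detection (Kinase-Glo Plus) follows a 60-minute room-temperature incubation, with wells lacking PGK as controls. Buffer: 100 mM TEA (pH 7.6), 5 mM MgCl2, 0.01% Tween-20. Coupling enzyme GAPDH (100 nM final) supplies unstable 1,3-BPG in-well.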
Pin1 inhibitor = human Pin1 inhibition; Q13526; Pin1 FP peptide displacement, HiFluor488, 10 min; Potency, µM (doses to about 115 µM), for the others: top-dose activity, negative = inhibition, hits mostly inhibitors; actives 0.009% (n = 390,000); active = well fitted inhibition curve with a large enough effect in the polarisation, with a control signal flat, not every such curve was filed as active; inconclusive = small, poorly fitted or top-dose-only effect, or effect the other way, or a change in a side signal; inactive = no such curve, though single readings can be large or run the other way; the % refers to the polarisation; also: potency is read from the fitted curve at half-maximal effect; % is scaled to controls: 0 for no effect and ±100 for the full control effect
Target sequence (Q13526 whole entry, looked up): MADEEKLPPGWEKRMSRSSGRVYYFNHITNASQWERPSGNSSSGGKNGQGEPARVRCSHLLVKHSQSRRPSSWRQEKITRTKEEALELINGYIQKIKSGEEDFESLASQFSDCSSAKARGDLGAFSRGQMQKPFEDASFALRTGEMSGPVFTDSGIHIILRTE
PI4K2A block = PI4K2A (human) kinase inhibition; activity change, negative = inhibition, % at 76.9 µM; purified PI4K2A, ADP-Glo luminescence, 1 h; active compounds read low; actives 0.13% (n = 420,000); AID 1346378; in the data active = activity change below about -50%; inconclusive = mostly about -30% to -49%;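 also: -100% = wells without enzyme as full effect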
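Compounds are screened against recombinant PI4K2A using PI as substrate and ATP, the latter dispensed at 300 microM. Reactions run one hour at ambient temperature before ADP-Glo detection; full inhibition defined by wells lacking enzyme.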
USP1-UAF1 inh = blocks the human USP1/UAF1 deubiquitinase complex | Potency, µM (titrated, usually from 57.1 µM), for inactives: at the top dose activity change, negative = inhibition, hits mostly inhibitors | O94782 | recombinant USP1/UAF1, Ub-Rhodamine cleavage fluorescence | actives 0.23% (n = 390,000); also: potency is read from the fitted curve at half-maximal effect; % is scaled to controls: 0 for no effect and ±100 for the full control effect; nearly all actives have a fitted effect of over 60% in size; inactives centre near -12
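USP1/UAF1 complex (1 nM) preincubated 15 min at room temperature with compound, then Ub-Rho substrate (150 nM final) added. Kinetic fluorescence at 480/540 nm over 6 reads at 60 s intervals; 50 mM HEPES pH 7.8, 0.5 mM EDTA, 0.1 mg/ml BSA, 1 mM TCEP, 0.01% Tween-20.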
TrxR1 substrate = is turned over as a substrate by rat TrxR1. purified TrxR1 substrate turnover, NADPH consumption readout. Potency, µM (titrated, usually from 114 µM), inactives show at the top dose activity change, negative = substrate turnover. actives 0.01% (n = 390,000); also: potency is read from the fitted curve at half-maximal effect; % is scaled to controls: 0 for no effect and ±100 for the full control effect; nearly all actives have a fitted effect of over 50% in size
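Rat TrxR1, dispensed at 90 nM, was prereduced with 400 uM NADPH (final) for 5 min at ~22 deg C, then incubated with compound 15 min before 400 uM selenite. A first-read NADPH fluorescence drop versus no-compound background flagged substrates.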
IDH1 R132H inh = blocks human mutant IDH1 R132H enzyme. O75874. IDH1-R132H enzyme, NADPH consumption, diaphorase/resazurin fluorescence. Potency, µM (doses to about 76.6 µM), without a hit: top-dose activity change, negative = inhibition, usual class: inhibitors. actives 0.093% (n = 390,000). AID 602179; also: potency is read from the fitted curve at half-maximal effect; % is scaled to controls: 0 for no effect and ±100 for the full control effect; nearly all actives have a fitted effect of over 65% in size
Target sequence (O75874 whole entry R132H, stated change not applied): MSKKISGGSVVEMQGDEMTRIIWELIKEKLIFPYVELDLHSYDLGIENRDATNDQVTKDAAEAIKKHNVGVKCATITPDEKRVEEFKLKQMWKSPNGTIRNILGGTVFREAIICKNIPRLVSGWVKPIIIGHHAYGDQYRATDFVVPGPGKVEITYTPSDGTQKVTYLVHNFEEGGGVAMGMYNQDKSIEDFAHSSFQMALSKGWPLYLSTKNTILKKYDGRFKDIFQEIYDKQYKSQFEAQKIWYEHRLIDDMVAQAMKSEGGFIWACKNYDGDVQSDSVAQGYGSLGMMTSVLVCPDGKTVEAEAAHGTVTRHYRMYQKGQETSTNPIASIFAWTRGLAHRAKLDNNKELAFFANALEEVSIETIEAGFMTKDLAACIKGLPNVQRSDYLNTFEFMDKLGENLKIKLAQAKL
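IDH1-R132H (0.5 ug/mL dispensed) in pH 7.5 Tris buffer was preincubated 30 min with compound, then given a substrate mix of 0.016 mM NADPH and 2 mM alpha-KG for 80 min at room temperature; remaining NADPH was read by diaphorase/resazurin fluorescence.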
TrxR1 inh = rat TrxR1 inhibition; actives 1% (n = 390,000); recombinant rTrxR1, NADPH fluorescence consumption, selenite substrate; O89049; Potency, µM (titrated, usually from 114 µM), for the others: at the highest dose activity change, negative = inhibition, hits mostly inhibitors; also: potency is read from the fitted curve at half-maximal effect; % is scaled to controls: 0 for no effect and ±100 for the full control effect; nearly all actives have a fitted effect of over 65% in size
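Rat TrxR1 (90 nM in the dispensed reagent) was pre-reduced with 400 uM NADPH for 5 min at room temperature, then incubated with compound for 15 min. After 400 uM selenite was added, NADPH fluorescence (Ex 340/Em 450 nm) was followed for 8 min.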
HP1b chromo inh = blocks HP1-beta chromodomain binding to methylated histone tails; P83916; AlphaScreen HP1-beta / biotin-H3K9me3 peptide binding; Potency, µM (top dose mostly 114 µM), for inactives: top-dose activity change, negative = inhibition, usual class: inhibitors; actives 0.56% (n = 390,000); also: potency is read from the fitted curve at half-maximal effect; nearly all actives have a fitted effect of over 70% in size; inactives centre near 23
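Compound inhibition of the preformed complex between 50 nM HP1-beta and 50 nM biotinylated H3K9me3 peptide was read by AlphaScreen. Buffer was PBS pH 7.4 with 0.01% Tween-20. Incubations ran 30 min at room temperature, with 10 ug/mL donor/acceptor beads.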
The depositor's hits bear a star; i = inactive; ? = inconclusive; [ ] = another dose, or the depositor's remark. Unless noted, calls follow the shape of the dose curve; as a rule, active = well fitted curve in the direction sought with a large enough effect; inconclusive = small, poorly fitted or top-dose-only effect, or another doubt; inactive = no such curve, though single readings can be large; an effect the other way counts as inactive or inconclusive.

mol,GLS inh,PGK inhibitor,Pin1 inhibitor,PI4K2A block,USP1-UAF1 inh,TrxR1 substrate,IDH1 R132H inh,TrxR1 inh,HP1b chromo inh
COc1ccc(OC)c(CNC(=O)CCc2cn(C)c3ccccc23)c1,1%,-6%,-7%,2,-4%,-1%,8%,11%,4%
CCOc1ccccc1NC=C1C(=O)OC2(CCCCC2)OC1=O,-4%,-1%,-4%,2,-4%,4%,1%,10%,78%[activator]
O=C(Nc1ccc2nsnc2c1)N1CCCCC1,1%,-5%,-7%,-19,-23%,6%,3%,-8%,17%
COc1ccc(Br)cc1CN(C)CC(=O)NCCc1ccc(S(N)(=O)=O)cc1,-2%,i,7%,6,-18%,-16%[57.1 µM],6%,17%[57.1 µM],12%
COCCNC(=S)N1CCN(c2nc(-c3ccc(F)cc3)cs2)CC1,2%,-3%,?,1,-20%,-4%,-7%,30%,1%
Cc1ccc(C)c(C(=O)OCC(=O)Nc2ccc(N3CCOCC3)cc2)c1,16%,0%,4%,1,4%,7%[57.1 µM],10%,6%[57.1 µM],26%
CC(C)NCCOCCOc1ccc(Cl)cc1Br,-4%,-6%,0%,8,-13%,-3%,5%,-9%,-18%
O=C(COC(=O)c1ccc2c(c1Cl)C(=O)c1ccccc1C2=O)NC1CC1,0%,3%,?,-10,-13%,1%,-11%,-13%,-3%

Taken from above:
In TrxR1 inh, O=C(COC(=O)c1ccc2c(c1Cl)C(=O)c1ccccc1C2=O)NC1CC1 has the entry -13%
In HP1b chromo inh, COc1ccc(OC)c(CNC(=O)CCc2cn(C)c3ccccc23)c1 has the entry 4%
In GLS inh, O=C(Nc1ccc2nsnc2c1)N1CCCCC1 has the entry 1%
In HP1b chromo inh, CC(C)NCCOCCOc1ccc(Cl)cc1Br has the entry -18%
In GLS inh, COc1ccc(Br)cc1CN(C)CC(=O)NCCc1ccc(S(N)(=O)=O)cc1 has the entry -2%
In GLS inh, CCOc1ccccc1NC=C1C(=O)OC2(CCCCC2)OC1=O has the entry -4%

Next section:
mol,GLS inh,PGK inhibitor,Pin1 inhibitor,PI4K2A block,USP1-UAF1 inh,TrxR1 substrate,IDH1 R132H inh,TrxR1 inh,HP1b chromo inh
Cc1cc(-c2ccccc2)c2nncn2n1,2%,0%,-6%,5,-18%,40%[activator][57.1 µM],0%,15%[57.1 µM],30%[activator]
O=C(COc1ccc(Cl)cc1Cl)NNC(=S)NCc1ccco1,4%,3%,6%,3,-6%,-8%,22%,-17%,-9%
COc1ccc(OCc2cc(C(=O)N3CCCCCCC3)no2)c(Cl)c1,7%,-3%,-1%,1,-19%,-6%,14%,-10%,52%[activator]
O=C(/C=C/c1ccccc1)OCC(=O)N1CCCC1,-6%,-4%,-1%,5,-9%,1%,-10%,3%,37%
CC(C)(CCC(=S)N1CCOCC1)C1CCCCC1,?,8%,?,-2,-10%,-1%,-1%,-2%,-20%
CN(C)S(=O)(=O)c1ccc(C(=O)Nc2nnc(-c3ccc4c(c3)CCCC4)o2)cc1,1%,-10%,4%,7,-23%,-1%,-4%,9%,30%
CC(=O)N[C@H]1[C@H](OC2CCCCC2)O[C@H](COC(C)=O)[C@@H](OC(C)=O)[C@@H]1OC(C)=O,1%,i,-5%,-4,-22%,1%,-3%,14%,24%
COc1ccc(NC(=O)c2nnn(CC(=O)Nc3c(C)cc(C)cc3C)c2N)cc1OC,7%,-3%,0%,1,-3%,5%,-7%,18%,31%
Cc1ccc(NC(=O)/C=C2\NC(=O)CS2)cc1,-12%,-9%,-9%,-1,6%,-9%,4%,21%,9%
Cn1c2ccc(F)cc2c2ncn(CCN3CCOCC3)c(=O)c21,-11%,15%,-2%,3,-7%,22%[57.1 µM],1%,3%[57.1 µM],34%
CCc1nnc(SCc2ccc(F)cc2Cl)c2cc3sccc3n12,-4%,i,0%,-4,-6%,3%,-3%,8%,45%[activator]
O=C(CCN1C(=O)C2CC=C(Cl)CC2C1=O)N1CCCCC1 (configuration not stated),2%,-9%,?,0,-18%,-9%,0%,?,-1%
CC1Cc2ccccc2N1C(=O)CSc1nnc(CSc2ncccn2)n1C (configuration not stated),2%,-3%,0%,3,-15%,9%,11%,16%,47%[activator]
COc1ccc(Nc2nc(-c3ccncc3)nc3ccccc23)cc1,-1%,-2%,-4%,1,-23%,7%,9%,11%,32%
O=C(Nc1cc(=O)[nH]c2ncnn12)c1ccccc1Cl,1%,2%,2%,3,-16%,1%,-3%,-1%,14%
COc1ccc(Cl)cc1NC(=O)CN(C)C(=O)CCSc1ccc(C)cc1,-10%,-2%,-2%,-2,-22%,-2%,8%,23%,45%[activator]

By substructure, the compounds so far containing two or more sulfur atoms (3)
mol,GLS inh,PGK inhibitor,Pin1 inhibitor,PI4K2A block,USP1-UAF1 inh,TrxR1 substrate,IDH1 R132H inh,TrxR1 inh,HP1b chromo inh
COCCNC(=S)N1CCN(c2nc(-c3ccc(F)cc3)cs2)CC1,2%,-3%,?,1,-20%,-4%,-7%,30%,1%
CCc1nnc(SCc2ccc(F)cc2Cl)c2cc3sccc3n12,-4%,i,0%,-4,-6%,3%,-3%,8%,45%[activator]
CC1Cc2ccccc2N1C(=O)CSc1nnc(CSc2ncccn2)n1C (configuration not stated),2%,-3%,0%,3,-15%,9%,11%,16%,47%[activator]

(listing goes on)
mol,GLS inh,PGK inhibitor,Pin1 inhibitor,PI4K2A block,USP1-UAF1 inh,TrxR1 substrate,IDH1 R132H inh,TrxR1 inh,HP1b chromo inh
N#Cc1ccc(CN2C(=O)c3ccccc3Sc3ccc(C(=O)OCc4ccco4)cc32)cc1,-4%,i,-7%,2,?,-8%[57.1 µM],-1%,-13%[57.1 µM],14%[57 µM]
CCOc1ccccc1NC(=O)N1CCCn2nc(C)cc21,5%,0%,-4%,-2,-10%,2%,-3%,10%,27%
COc1ccc(-n2cc(C#N)c(=O)n(Cc3ccc(F)cc3)c2=O)cc1,0%,2%,-10%,1,7%,42%,-4%,6%[57.1 µM],32%[activator]
Cc1ccc(NC(=O)c2cc(C(=O)Nc3ccc(C)cc3)n(C)n2)cc1,0%,-6%,0%,-2,-9%,8%,-3%,15%,25%
CCCNc1c(NS(=O)(=O)c2ccc(C3CCCCC3)cc2)c(=O)oc2ccccc12,10%,i,2%,-8,-5%,14%[57.1 µM],14%,36%[activator][57.1 µM],27%
CCOC(=O)C1=C(O)/C(=C/c2cc(OC)c(O)c(OC)c2)SC1=Nc1ccc(OC)cc1,1%,-11%,?,1,-19%,-7%,-20%,12%,9%
Cc1c(C(=O)NCC2CCCO2)oc2ccc(S(=O)(=O)N3CCCCC3)cc12 (configuration not stated),0%,2%,-2%,0,2%,2%,5%,13%,32%
CC(=NNC(=S)SCc1ccccc1)c1ccccn1,15%,2%,-3%,-2,-8%,-9%,3%,?,-15%

3 of the entries above in order of the USP1-UAF1 inh value, high to low.
canonical_smiles	USP1-UAF1 inh
COc1ccc(-n2cc(C#N)c(=O)n(Cc3ccc(F)cc3)c2=O)cc1	7%
Cc1c(C(=O)NCC2CCCO2)oc2ccc(S(=O)(=O)N3CCCCC3)cc12 (configuration not stated)	2%
CCOC(=O)C1=C(O)/C(=C/c2cc(OC)c(O)c(OC)c2)SC1=Nc1ccc(OC)cc1	-19%

More records:
mol,GLS inh,PGK inhibitor,Pin1 inhibitor,PI4K2A block,USP1-UAF1 inh,TrxR1 substrate,IDH1 R132H inh,TrxR1 inh,HP1b chromo inh
CCc1nc2ccccc2c(C(=O)OCC(=O)NC2CC2)c1C,4%,10%,-2%,0,-23%,-7%,-10%,-3%,44%[activator]
COc1ccccc1NC1=C(NC(C)=O)C(=O)c2ccccc2C1=O,23%,-20%,-1%,-15,-19%,5%,3%,4.5µM*,50µM*
COC(=O)[C@@]1(Cc2ccc(F)cc2)[C@H]2c3cc(C(=O)N(C)C)n(CCc4ccc(OC)c(Br)c4)c3C[C@H]2CN1C(=O)c1ccccc1,-1%,i,15%,2,-22%,4%,-22%,42%[activator],1%
COC(=O)c1sc(S(=O)(=O)NCc2cccs2)c(C(=O)OC)c1C,1%,-9%,-2%,4,-20%,7%,1%,14%,26%
O=C(Nc1ccc(F)cc1)c1cc(-c2ccncc2)nc2c(Cl)cccc12,2%,2%,9%,4,-7%,-15%,-6%,-19%,-1%
COc1ccc(CCNC(=O)CCNS(=O)(=O)c2ccc3c(c2)CCN3C(C)=O)cc1OC,-19%,-2%,1%,-11,-3%,-2%,-1%,-2%,-12%
CCOc1ccc(N(CC(=O)N2CCc3ccccc32)S(=O)(=O)c2c(C)noc2C)cc1,3%,0%,0%,-5,-5%,-11%,-10%,-2%,56%[activator]

High-throughput results deposited in PubChem by National Center for Advancing Translational Sciences (NCATS).

Only part of the results is shown; count on the stated rates, not on these rows.
